BoNT F protease: blocks Botulinum neurotoxin F light chain protease; Multiplex microsphere protease cleavage assay, flow cytometry; inhibition, % at 10 µM; hit rate 0.22% among 360,000; AID 588497; in the data active = inhibition above about 35%, passing the limit was not always enough; inconclusive = no clear call, values can overlap the other calls; note: plate controls were buffer without enzyme for full effect and enzyme alone for no effect
BoNT A protease: inhibitors of Botulinum neurotoxin A light chain protease | multiplex microsphere protease substrate cleavage, flow cytometry | inhibition, % at 10 µM | hit rate 0.17% among 360,000 | AID 588499; note: plate controls were buffer without enzyme for full effect and enzyme alone for no effect
MazEF act: activators of E. coli MazEF toxin-antitoxin RNase; hit rate 0.32% among 350,000; P0AE70; activation, % at 20 µM; AID 504720; FAM/BHQ RNA-DNA oligo cleavage fluorescence, 5 h; in the data active = activation above about 50%
Target sequence (P0AE70 whole entry, looked up): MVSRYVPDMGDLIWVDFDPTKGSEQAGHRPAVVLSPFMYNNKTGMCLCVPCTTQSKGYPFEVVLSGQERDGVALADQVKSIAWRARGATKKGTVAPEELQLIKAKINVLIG
SSB-PriA inh: blocks PriA binding to SSB C-terminal tail | AlphaScreen SSBct-PriA binding, biotinylated peptide | inhibition, % at 33 µM | hit rate 0.6% among 430,000; in the data active = inhibition mostly above about 37%, no sharp cut-off; inactive = mostly below about 20%;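 note: plate controls were negative control peptide for no effect and reference peptide for full effect; strong numbers were not always called active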
CCHF vOTU inh: CCHFV vOTU protease inhibition | Pep-AMC fluorescence | hit rate 0.55% among 370,000 | AID 651958 | inhibition, % at 11.5 µM; in the data active = inhibition above about 30%; note: 0% = vehicle wells with enzyme and 100% = no enzyme wells
Anthrax LF prot: blocks Bacillus anthracis lethal factor protease; P15917; multiplex microsphere protease cleavage assay, LF; inhibition, % at 10 µM; hit rate 0.12% among 360,000; AID 588501; note: plate controls were buffer without enzyme for full effect and enzyme alone for no effect
Target sequence (P15917 whole entry, looked up): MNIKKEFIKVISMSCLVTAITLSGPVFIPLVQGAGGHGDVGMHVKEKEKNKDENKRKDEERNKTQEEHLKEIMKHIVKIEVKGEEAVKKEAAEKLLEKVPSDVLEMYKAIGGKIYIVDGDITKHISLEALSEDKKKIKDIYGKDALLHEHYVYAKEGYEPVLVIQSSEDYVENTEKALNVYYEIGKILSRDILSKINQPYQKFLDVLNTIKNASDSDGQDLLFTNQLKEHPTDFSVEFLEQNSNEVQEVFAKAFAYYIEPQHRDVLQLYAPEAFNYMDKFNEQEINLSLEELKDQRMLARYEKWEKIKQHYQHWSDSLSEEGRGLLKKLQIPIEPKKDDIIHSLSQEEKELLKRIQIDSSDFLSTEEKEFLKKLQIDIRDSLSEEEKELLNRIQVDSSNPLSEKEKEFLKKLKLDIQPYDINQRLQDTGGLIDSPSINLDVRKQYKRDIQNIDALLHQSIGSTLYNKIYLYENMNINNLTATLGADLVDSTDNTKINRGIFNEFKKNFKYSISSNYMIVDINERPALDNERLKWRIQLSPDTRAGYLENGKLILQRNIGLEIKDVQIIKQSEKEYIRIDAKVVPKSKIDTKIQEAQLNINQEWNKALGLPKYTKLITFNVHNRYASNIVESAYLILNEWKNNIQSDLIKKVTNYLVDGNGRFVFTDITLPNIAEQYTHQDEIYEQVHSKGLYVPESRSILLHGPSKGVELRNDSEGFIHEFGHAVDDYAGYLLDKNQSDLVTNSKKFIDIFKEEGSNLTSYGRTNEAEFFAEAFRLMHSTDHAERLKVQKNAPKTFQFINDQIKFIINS
PrPC surface inh: inhibitors of human cell surface prion protein PrPC | P04156 | TR-FRET read-out | inhibition, % at 13.8 µM | hit rate 0.43% among 370,000 | AID 720596; in the data active = inhibition above about 24%; note: 0% = median of the test wells and 100% = reference compound wells
Rv3671c inh: Rv3671c (M. tuberculosis) protease inhibition; P9WHR9; inhibition, % at 5.96 µM; hit rate 0.048% among 320,000; AID 2606; in the data active = inhibition above about 38%;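 note: extracellular domain of Rv3671c used as enzyme; 0% = enzyme with DMSO and 100% = no enzyme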
3CLpro inhibitor: SARS-CoV 3CLpro protease inhibition. P0C6X7. recombinant SARS-CoV 3CLpro, quenched FRET peptide cleavage. inhibition, % at 6 µM. hit rate 0.14% among 290,000. AID 1706; in the data active = inhibition above about 12%
VHR inh abs: DUSP3 (human) phosphatase inhibition; P51452; recombinant VHR phosphatase, pNPP absorbance; inhibition, % at 13.3 µM; hit rate 0.52% among 290,000; AID 1654; in the data active = inhibition above about 50%; note: some compounds called inactive have numbers as strong as hits
Target sequence (P51452 whole entry, looked up): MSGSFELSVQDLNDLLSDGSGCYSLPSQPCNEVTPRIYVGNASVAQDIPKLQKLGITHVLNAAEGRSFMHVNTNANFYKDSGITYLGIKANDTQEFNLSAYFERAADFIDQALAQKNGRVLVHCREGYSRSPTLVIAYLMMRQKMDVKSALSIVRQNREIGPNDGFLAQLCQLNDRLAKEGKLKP
An asterisk follows results filed as active; ? = inconclusive; . = no result given; & = joins results of further samples. Cut-off read from the data, not from the text of the source, unless noted: active = inhibition above about 30%; inconclusive = no clear call, values can overlap the other calls; inactive = below that. An excerpt. The share of hits here may be higher or lower than overall.

SMILES	BoNT F protease	BoNT A protease	MazEF act	SSB-PriA inh	CCHF vOTU inh	Anthrax LF prot	PrPC surface inh	Rv3671c inh	3CLpro inhibitor	VHR inh abs
CCOC(=O)c1ccc(NC(=O)CSc2nnc(CNC(=O)c3ccccc3F)o2)cc1	-5	2.3	-15	0	8	2	5	3	1	16
Cc1ccc(C)c(S(=O)(=O)N2CCN(Cc3ccc(O)c4ncccc34)CC2)c1	-6	-1.7	-4	-2	4	-1	8	4	2	13
COc1ccc(CNCc2cc3c(C(C)(C)C)nn(-c4ccccc4)c3[nH]c2=O)cc1	-3	-0.5	-3	8	-14	-2	-13	2	5	34
O=C(Nc1ccc2nsnc2c1)c1cccs1	8	1.2	-6	-9	14	2	-13	3	1	-11
N#Cc1c(C(F)(F)F)cc(-c2ccco2)nc1SCc1ccccn1	5	8.8	13	-10	12	5	-11	-10	-4	-3
O=C1CN(c2ccc(F)cc2)C(=S)N1c1ccccc1	?	-0.6	8	7	4	-9	2	-6	-6	62
Cc1ccc(-n2[nH]c(C)c(C=NC34CN5CN(CN(C5)C3)C4)c2=O)cc1C	0	0.4	3	-7	15	0	-1	-9	0	5
CCOc1ccc(-c2cc(C(=O)NCC3CCCO3)c3ccccc3n2)cc1 (configuration not stated)	-17	-0.4	2	-2	-39	-2	-6	-14	-2	2
O=C(CSc1nnc2ccccn12)NNC(=O)c1ccc(F)cc1	-1	0.5	-2	3	-14	2	5	-11	-2	26
O=C(N/N=C/c1ccncc1)c1nn(Cc2ccccc2)c(=O)c2ccccc12	-8	-0.4	-1	.	21	-4	-4	-6	-4	26
COc1ccc(OC)c(Nc2nc(-c3ccncc3)nc3ccccc23)c1	-20	-0.7	2	-1	-4	-2	-11	.	6	2
Cc1ccc(-n2c(SCC(=O)N3CCN(c4ccccn4)CC3)nnc2N2CCCC2)cc1	.	.	-4	-20	-8	.	-5	-2	.	.
O=C1OCCC1Sc1nnc(-c2ccccc2Cl)n1Cc1ccccc1 (configuration not stated)	4	0.4	-4	-2	-7	1	-2	0	1	2
O=C(Nc1nc2ccccc2[nH]1)c1cc(F)cc(F)c1	-3	0.0	-1	-17	2	-4	1	3	-2	-22
O=C(CN1CCCC1)NCc1ccccc1	?	-2.4	11	-19	-12	-8	-1	2	-5	-4
COc1cccc(CC2(CO)CCCN(Cc3ccc(CN4CCCCC4)s3)C2)c1 (configuration not stated)	-5	-0.4	-7	1	-2	-1	-5	-10	0	9
CN1CCC(C2(O)c3ccccc3CCc3ccccc32)CC1	19	0.7	1	-6	-7	-2	-2	-3	7	8
CS(=O)(=O)N1CCCC(C(=O)Nc2ccc(F)cc2)C1 (configuration not stated)	6	-0.3	5	-4	0	7	7	2	2	-3
O=C(c1cc(=O)[nH]c2ccccc12)N(Cc1nnc(-c2ccccc2Cl)o1)C1CC1	.	.	4	-13	12	.	5	1	.	.
Cc1csc(SCC(=O)N2CCN(S(=O)(=O)c3ccccc3)CC2)n1	-3	0.4	4	-2	8	1	0	-9	1	13
O=S(=O)(Cc1cnc(Cl)s1)c1ccccc1	4	-0.8	1	-15	12	2	10	-4	-1	10
N#Cc1ccc(OCC(=O)N/N=C2\CCc3ccccc32)cc1	4	1.5	7	.	14	-6	5	-1	1	27
O=S(=O)(NCc1cn2ccsc2n1)c1ccc2c(c1)OCCO2	4	0.3	5	-19	6	-11	8	7	5	-8
O=C(Nc1cccc(Cl)c1)c1ccc2ncsc2c1	?	0.3	-1	-21	4	-14	7	-13	-3	2
O=C(NCCCN1CCOCC1)c1ccc(CSc2ccc(Cl)cc2)cc1	-4	0.4	0	-13	-10	3	-11	-5	6	26

Reprinted from the part before: three compounds, followed by the next part.
SMILES	BoNT F protease	BoNT A protease	MazEF act	SSB-PriA inh	CCHF vOTU inh	Anthrax LF prot	PrPC surface inh	Rv3671c inh	3CLpro inhibitor	VHR inh abs
O=S(=O)(NCc1cn2ccsc2n1)c1ccc2c(c1)OCCO2	4	0.3	5	-19	6	-11	8	7	5	-8
O=C(Nc1cccc(Cl)c1)c1ccc2ncsc2c1	?	0.3	-1	-21	4	-14	7	-13	-3	2
O=C(NCCCN1CCOCC1)c1ccc(CSc2ccc(Cl)cc2)cc1	-4	0.4	0	-13	-10	3	-11	-5	6	26
CCOC(=O)N1CCN(C(=O)c2ccc3c(=O)n(-c4cc(OC)ccc4OC)c(=S)[nH]c3c2)CC1	-2	-1.9	4	8	0	-9	6	3	4	20
[O-][n+]1cccc2cccc(O)c21	-2	-0.1	6	14	0	-4	-8	.	.	.
C=C(c1ccc2nc(NC(=O)OC)[nH]c2c1)c1cccs1	-14	-0.6	-2	-8	9	-3	0	.	.	.
NS(=O)(=O)c1ccc(NC(=S)Nc2ccc(S(=O)(=O)N3CCCC3)cc2)cc1	-5	-0.4	-15	-10	-1	0	-3	7	0	16
O=C(Nc1ccccc1N1CCCCC1)c1ccc(F)c(S(=O)(=O)N2CCOCC2)c1	?	4.3	0	-11	-1	-3	7	-1	.	.
CCCc1ccc(-c2cc(NC(=O)CSc3nnc(N)s3)n(-c3ccccc3)n2)cc1	0	-0.6	-4	3	1	0	8	-9	5	13
Cc1noc(C)c1S(=O)(=O)N1CCCC1C(=O)O (configuration not stated)	-6	-0.9	10	-11	2	-4	-6	3	3	-10
COc1ccc(C)cc1NC(=O)c1ccc2c(c1)OCO2	2	2.0	-2	-24	-4	0	-3	-6	-4	20
COc1ccc(C(=O)NC2(C(F)(F)F)NC(=O)N(CCCc3ccccc3)C2=O)c(OC)c1OC (configuration not stated)	-10	-1.2	-6	2	-13	-3	-9	-10	0	-8
CC(OC(=O)CN1C(=O)c2ccccc2C1=O)C(=O)c1ccccc1 (configuration not stated)	6	1.4	9	-7	-4	-7	3	-1	.	.
COc1ccc(C2(C(N)=O)CCCCC2)cc1OC	-10	0.4	-12	-1	-11	-5	5	-3	1	0
O=C(c1ccc(COc2ccccc2Br)cc1)N1CCCCC1	-16	-0.8	1	-20	10	-5	-3	-5	-1	14
COc1ccc(N2CCN(C(=O)c3cn(C4CCCC4)c(=O)c4c3c3ccccc3n4C)CC2)cc1	-11	-0.3	-1	16	11	-9	2	10	0	-12
CCN1CCc2c(sc(NC(=O)c3ccc(S(=O)(=O)N(C)CC4CCCO4)cc3)c2C(N)=O)C1 (configuration not stated)	4	0.7	0	-20	4	1	-17	3	-1	4
CC(=O)N1c2ccc(S(=O)(=O)N3CCCC3C(=O)NCc3ccc(Cl)cc3)cc2CC1C (configuration not stated)	-5	-0.7	3	-2	-10	1	-2	-10	-1	-2
Cn1c2ccc(F)cc2c2nnc(SCCN3CCOCC3)nc21	9	1.0	7	-2	-7	-15	-7	.	0	27
COc1cccc(NC(=O)CN(C)C(=O)Cc2cccc3ccccc23)c1	?	?	3	8	3	?	1	7	.	.
O=c1cc(O)c2sc3nc(-c4cccnc4)cc(C(F)(F)F)c3c2[nH]1	-2	0.8	-55	-2	13	-2	-5	-1	3	8
CCOc1ccc(C(=O)NC(=S)Nc2cccnc2)cc1[N+](=O)[O-]	-2	-0.6	11	-4	5	0	2	12	6	40
Cc1cc(Br)c(NC(=O)COC(=O)CC2CC3CCC2C3)c(Br)c1 (configuration not stated)	-5	0.1	-5	-6	4	5	2	-9	.	.
CC(C)CC1CC(C)(c2csc(NNC(=O)c3ccccc3)n2)OC1=O (configuration not stated)	-4	0.0	2	-8	9	-4	4	-1	0	-2
Cc1cc(C(=O)CSc2nnc(-c3ccccc3)n2C)c(C)n1C	-3	-0.5	-6	-10	3	-13	-2	-3	3	17
Cc1cc(Nc2cnc3ccccc3n2)n(-c2ccccc2)n1	-12	-3.9	-2	-5	3	-6	8	0	-4	42
Cc1cc(C)c2c(n1)nn1c(NCCN3CCOCC3)cc(C)nc21	4	0.2	3	-5	-244	0	1	-1	-2	12
COc1ccc(Cn2cc(F)c(=O)n(C)c2=O)cc1[N+](=O)[O-]	?	-2.4	6	-8	0	-2	-12	7	-1	14
SMILES	BoNT F protease	BoNT A protease	MazEF act	SSB-PriA inh	CCHF vOTU inh	Anthrax LF prot	PrPC surface inh	Rv3671c inh	3CLpro inhibitor	VHR inh abs
COC1CCC2(C)C(=CCC3C4CC(O)CC4(C)CCC32)C1 (configuration not stated)	-4	0.1	-4	-17	9	-1	4	.	.	.
CN(c1ccccc1)S(=O)(=O)c1ccc(C(=O)NCCc2ccccc2)cc1	7	0.6	5	-14	5	0	9	-9	1	29
NC(CC(=O)O)c1ccc(F)cc1 (configuration not stated)	-2	-0.3	-1	-6	-16	2	2	2	-4	22
Cn1nccc1C(=O)NC1CCCc2c1cnn2-c1ccc(F)cc1F (configuration not stated)	-5	0.2	1	3	0	-1	17	-5	0	16
COc1cc(/C=C/C(=O)OCC(=O)NC(=O)NC(C)C)cc(S(=O)(=O)N2CCc3ccccc32)c1OC	-3	0.7	-3	-1	25	-1	8	-5	4	22
COc1ccc(C(=O)N2CCN(C(=O)C3CCCO3)CC2)cc1[N+](=O)[O-] (configuration not stated)	3	-0.2	3	-13	-12	-3	-8	1	.	.
CN(C)c1cccc(C(=O)N2CCCC(CCC(=O)N3CCN(c4ccccn4)CC3)C2)c1 (configuration not stated)	5	-0.9	7	14	-3	0	5	1	1	6
COc1ccc(C(=O)NCC(C)(C)SCc2c(C)cc(C)cc2C)cc1	-4	0.0	3	-11	5	-5	5	-7	2	24
COc1ccc(N2CC(C(=O)NCc3n[nH]c(=O)c4ccccc34)CC2=O)cc1 (configuration not stated)	14	5.4	6	-9&-10	-7	6	1	.	.	.
O=C(Cc1cccc([N+](=O)[O-])c1)Nc1ccccc1	-11	-0.7	6	.	8	-8	-14	.	.	.
C#CCn1cccc(C(=O)Nc2ccc(OC)cc2)c1=O	2	2.4	2	2	18	4	-3	1	-2	.
Nc1ccc(-n2cnc3cc([N+](=O)[O-])ccc32)cc1	?	0.4	0	-14	6	-1	-32	0	1	4
CC1CCN(CCc2nc3cc(NS(=O)(=O)c4ccc(F)cc4)ccc3n2C)CC1	0	-1.1	13	-9	-4	-7	5	-7	0	17
C#CCNC(=O)C1=C[C@@H](C)C[C@@H](OCc2ccc(CO)cc2)O1	2	0.4	13	0	3	4	6	5	-1	18
Cc1ccccc1Nc1nc(-c2cccnc2)cs1	-4	2.4	-1	15	-17	-9	12	-2	8	8
CCOC(=O)c1c(C)[nH]c(C(=O)Cn2nnc(-c3ccccc3Cl)n2)c1C	-18	-0.7	8	-9	19	-5	-6	-2	0	8
CCC1(c2ccc(F)cc2)NC(=O)N(CC(=O)N2CCN(C(=O)c3cccs3)CC2)C1=O (configuration not stated)	16	4.6	-3	-4	13	0	-3	.	.	.
CCn1ncc(CN2CCCC(CNC(=O)c3ccc(F)cc3)C2)c1C (configuration not stated)	-6	0.1	14	-3	2	-3	2	12	-1	8
Cc1cccc(NC(=O)CSc2nc(N)c(NC(=O)c3cccs3)c(=O)[nH]2)c1C	-4	-0.3	3	-6	-2	-6	0	0	-1	-4
O=C(CSc1nc2c([nH]c3ccccc32)c(=O)n1-c1ccccc1F)NCC1CCCO1 (configuration not stated)	8	-0.3	0	-8	-23	-1	-1	-2	-4	0
CCc1ccc(NC(=O)Cn2c(SC)nc3ccccc32)cc1	-3	0.6	5	-2	6	0	14	-17	1	20

Record cards, as listed above. Values in the order: BoNT F protease | BoNT A protease | MazEF act | SSB-PriA inh | CCHF vOTU inh | Anthrax LF prot | PrPC surface inh | Rv3671c inh | 3CLpro inhibitor | VHR inh abs
COc1ccc(C(=O)NCC(C)(C)SCc2c(C)cc(C)cc2C)cc1 across the screens: -4 | 0.0 | 3 | -11 | 5 | -5 | 5 | -7 | 2 | 24
NC(CC(=O)O)c1ccc(F)cc1 (configuration not stated) across the screens: -2 | -0.3 | -1 | -6 | -16 | 2 | 2 | 2 | -4 | 22
CC(=O)N1c2ccc(S(=O)(=O)N3CCCC3C(=O)NCc3ccc(Cl)cc3)cc2CC1C (configuration not stated) across the screens: -5 | -0.7 | 3 | -2 | -10 | 1 | -2 | -10 | -1 | -2
O=C(CSc1nnc2ccccn12)NNC(=O)c1ccc(F)cc1 across the screens: -1 | 0.5 | -2 | 3 | -14 | 2 | 5 | -11 | -2 | 26
